GPR151 ag = activates the human receptor GPR151; Q8TDV0; PathHunter beta-arrestin GPR151 cells, luminescence; activation, % at 11.2 µM; hit rate 1% among 650,000; AID 1508602; in the data active = activation above about 4.9%;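 also: 0% = median of compound wells and 100% = cells with positive control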
Target sequence (Q8TDV0 whole entry, looked up): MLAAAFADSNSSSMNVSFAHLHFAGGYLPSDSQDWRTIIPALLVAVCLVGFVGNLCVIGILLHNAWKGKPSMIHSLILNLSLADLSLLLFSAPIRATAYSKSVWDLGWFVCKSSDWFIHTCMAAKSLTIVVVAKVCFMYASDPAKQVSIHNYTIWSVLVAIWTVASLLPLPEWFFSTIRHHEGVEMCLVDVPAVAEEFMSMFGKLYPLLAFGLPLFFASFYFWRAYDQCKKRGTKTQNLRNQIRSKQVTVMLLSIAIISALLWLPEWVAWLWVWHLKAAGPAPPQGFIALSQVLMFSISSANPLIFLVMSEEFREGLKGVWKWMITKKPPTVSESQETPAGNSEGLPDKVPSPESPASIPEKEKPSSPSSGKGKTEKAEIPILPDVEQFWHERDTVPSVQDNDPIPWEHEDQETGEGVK
FBW7 act = activators of human E3 ligase FBW7; hit rate 0.13% among 650,000; AID 1259310; normalized activity (activation), % at 26.1 µM; AlphaScreen FBW7–phospho-cyclin E peptide binding, activator screen; Q969H0; in the data active = normalized activity above about 1.9%;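 also: purified mutant Fbw7 with reduced substrate affinity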
Target sequence (Q969H0 whole entry, looked up): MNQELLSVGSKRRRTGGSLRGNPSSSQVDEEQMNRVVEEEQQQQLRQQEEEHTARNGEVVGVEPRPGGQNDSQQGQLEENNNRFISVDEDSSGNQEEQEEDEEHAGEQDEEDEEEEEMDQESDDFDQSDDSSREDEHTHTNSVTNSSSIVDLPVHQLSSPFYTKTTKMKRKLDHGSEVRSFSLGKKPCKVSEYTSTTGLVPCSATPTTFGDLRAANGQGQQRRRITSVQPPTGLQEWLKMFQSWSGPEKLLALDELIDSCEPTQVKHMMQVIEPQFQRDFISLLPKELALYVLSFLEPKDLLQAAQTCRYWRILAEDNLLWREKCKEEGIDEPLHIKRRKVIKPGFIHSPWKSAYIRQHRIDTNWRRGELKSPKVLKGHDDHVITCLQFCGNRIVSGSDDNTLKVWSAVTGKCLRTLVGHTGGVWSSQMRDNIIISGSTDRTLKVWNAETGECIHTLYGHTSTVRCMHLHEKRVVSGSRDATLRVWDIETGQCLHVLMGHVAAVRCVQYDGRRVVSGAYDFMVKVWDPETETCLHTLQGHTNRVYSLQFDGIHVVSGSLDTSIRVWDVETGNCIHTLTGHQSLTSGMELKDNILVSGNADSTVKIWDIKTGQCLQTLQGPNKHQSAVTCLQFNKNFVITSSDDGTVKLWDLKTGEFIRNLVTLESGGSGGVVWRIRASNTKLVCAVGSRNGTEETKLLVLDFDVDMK
TEAD-YAP block = TEAD-YAP interaction inhibition; HEK-TIYL cells, TEAD-Gal4/YAP UAS-luciferase luminescence; inhibition, % at 9.12 µM; hit rate 1.4% among 640,000; in the data active = inhibition above about 32%;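 also: 0% = median of test compound wells and 100% = reference inhibitor wells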
MITF inh = blocks human microphthalmia-associated transcription factor; inhibition, % at 2.6 µM; AlphaScreen MITF homodimerization, bead proximity signal; hit rate 0.91% among 650,000; AID 1259374; in the data active = inhibition above about 50%;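 also: 0% = vehicle wells with protein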
An asterisk follows results filed as active; & = joins results of further samples.

entry	canonical_smiles	TEAD-YAP block	MITF inh	FBW7 act	GPR151 ag
1	Cc1ccc2onc(CC(=O)Nc3ccc(F)cc3)c2c1	-16	3	0.2	1.8
2	Cc1cccc(OCC(=O)Nc2ccc(-c3nc4ccccc4[nH]3)cc2)c1	-26	12	0.9	-2.5
3	Cc1ccc(NC(=O)COc2cccc[n+]2[O-])cc1C	-72	-6	0.0	-2.2
4	COc1ccc(CC(=O)Nc2nc3cc4c(cc3s2)OCCO4)cc1C	-10	1	0.3	2.1
5	CCC(C)NC(=O)CSc1nc2ccccc2c(=O)n1CC1CCC(C(=O)NCC2CCCO2)CC1 (configuration not stated)	-5	6	0.0	0.4
6	CCC(C)c1ccccc1OCC(=O)NNC(=O)c1ccc(NC(=O)C(C)C)cc1 (configuration not stated)	9	1	0.0	-1.7
7	COc1ccc([N+](=O)[O-])cc1NC(=O)c1sc2ncnc(N(C)c3ccccc3)c2c1C	9	8	0.1	-0.8
8	O=C(NCc1cccs1)c1cc2nc(-c3ccc(Cl)c(Cl)c3)cc(C(F)(F)F)n2n1	3	-1	-0.1	-1.4
9	CCOc1ccc(-n2cc(-c3ccccc3)c3c(NCCc4ccc(Cl)cc4)ncnc32)cc1	-2	1	0.0	1.6
10	CCC(CC)CN1C[C@@H](n2cnnn2)C[C@H]1C(=O)NCc1cccs1	3	15	0.1	0.3
11	Cc1ccccc1NC(=O)Cn1c(=O)n(CC2CCCO2)c(=O)c2ccccc21 (configuration not stated)	8	13	0.2	-0.4
12	CS(=O)(=O)N(CC(N)=O)c1ccc(Cl)cc1Cl	4	9	0.6	-2.2
13	CC(=O)Nc1ccc(NC(=O)c2cc(N3CCCC3CO)nc3ccccc23)cc1 (configuration not stated)	-6	5	0.1	-0.5
14	CC(C)(C)NC(=O)COc1ccc(CNCc2ccccn2)cc1	-7	-2	-0.7	-0.8
15	CCN1C(=O)C(CC(=O)N2CCN(C(c3ccccc3)c3ccccc3)CC2)N(CC)C1=O (configuration not stated)	-13	-2	-0.1	-0.8
16	CCCCc1cc(=O)oc2cc(OCc3ccccc3F)ccc12	-8	-3	0.0	-1.4
17	COC(=O)CCNC(=O)c1cn(C2CCCCC2)cc(C(=O)NCC(C)C)c1=O	-57	0	-0.1	-0.9
18	COCC(=O)Nc1cnn(-c2cccc(C(=O)NCc3nc(C)c4c(n3)CCCC4)c2)c1	9	-1	-0.1	-1.4
19	O=C(NCc1ccc(F)cc1)C(=O)Nc1cc(Cl)ccc1Cl	1	-9	-0.1	2.2
20	CC(=O)c1ccc(S(=O)(=O)Nc2ccc(S(=O)(=O)N3CCCC3)cc2)cc1	3	7	0.4	2.2
21	Cc1ccc(CNc2ncnc3c2c(-c2ccccc2)cn3-c2ccc(C)cc2)cc1	-3	3	0.0	2.8
22	CS/C(NCc1ccncc1)=C(/C#N)C(=O)c1ccc(Cl)cc1	-4	-15	0.1	-0.4
23	Cc1c(C(=O)NCCCO)sc2ncnc(NCCN(C)C)c12	0	4	0.0	0.0
24	CC1=C(C(=O)N2CCOc3ccc(CN4CCN(CCO)CC4)cc3C2)OCCO1	3	-6	0.0	-1.7
25	C#CCSc1nnnn1-c1cc(C)ccc1OC	3	-15	0.1	-1.5
26	O=C1NN(c2ccccc2)C(=O)/C1=C\c1cc2c(cc1Br)OCO2	-7	-3	0.0	0.7
27	COc1ccc(C2=N/C(=C\c3coc4ccccc4c3=O)C(=O)O2)cc1	8	-7	0.0	-0.3
28	CC(=O)Nc1ccc(/C(C)=N\NC(=O)CCN2CCCCC2)cc1	18	10	0.1	-1.1
29	Fc1ccc(OCc2nn3c(-c4ccncc4)nnc3s2)cc1	7	3	-0.8	6.1*
30	COc1cc(/C=N/Nc2ccc([N+](=O)[O-])cc2)ccc1O	-16	15	0.7	1.4

Quoted at random: 2 records from the list.
entry	canonical_smiles	TEAD-YAP block	MITF inh	FBW7 act	GPR151 ag
25	C#CCSc1nnnn1-c1cc(C)ccc1OC	3	-15	0.1	-1.5
16	CCCCc1cc(=O)oc2cc(OCc3ccccc3F)ccc12	-8	-3	0.0	-1.4

In another format: results already given.
(20) CC(=O)c1ccc(S(=O)(=O)Nc2ccc(S(=O)(=O)N3CCCC3)cc2)cc1
(21) Cc1ccc(CNc2ncnc3c2c(-c2ccccc2)cn3-c2ccc(C)cc2)cc1
(22) CS/C(NCc1ccncc1)=C(/C#N)C(=O)c1ccc(Cl)cc1

| Compound | 20 | 21 | 22 |
| --- | --- | --- | --- |
| TEAD-YAP block | 3 | -3 | -4 |
| MITF inh | 7 | 3 | -15 |
| FBW7 act | 0.4 | 0.0 | 0.1 |
| GPR151 ag | 2.2 | 2.8 | -0.4 |

Other entries.
entry	canonical_smiles	TEAD-YAP block	MITF inh	FBW7 act	GPR151 ag
31	Cc1ccc(OCC(=O)N2CCN(c3ccc([N+](=O)[O-])cc3)CC2)cc1C	-3	2	-0.3	0.6
32	Clc1nc(Nc2ccc(N3CCOCC3)cc2)c2ccccc2n1	6	-5	-0.3	-0.6
33	CCOC(=O)CCCCCN(Cc1ccccc1)S(=O)(=O)c1ccc(C(C)(C)C)cc1	5	-1	0.3	-0.7
34	CCn1c(C)cc2c(c1=O)C(C(C)C)C(C#N)=C(N)O2 (configuration not stated)	2	6	0.0	-0.2
35	CC(C)Oc1ccc(C2C3CN(C)CC=C3C(C#N)=C(N)C2(C#N)C#N)cc1 (configuration not stated)	8	1	0.2	1.0
36	COCc1oc2c(cc(NS(=O)(=O)c3ccc(Br)cc3)c3ccccc32)c1C(=O)OC	-6	8	-0.2	0.0
37	CCN(CC)C(=O)CSc1nnc(COc2ccc(Cl)cc2)n1CC	2	5	0.1	-0.5
38	O=c1[nH]c(N2CCCC2)nc2c1CCN(Cc1cccn1-c1cccnc1)C2	2	7	-0.1	1.8
39	CCOCCCN1C(=O)CNC1=S	1	-7	0.1	0.7
40	O=C(CN1Cc2ccccc2C1=O)NCCc1ccc(Cl)cc1	-1	2	0.2	0.8
41	c1ccc(-c2csc(CCNc3nncc(-c4ccc5c(c4)OCO5)n3)n2)cc1	12	17	0.0	-1.0
42	O=C1NC(=O)C(=Cc2cccn2-c2cc([N+](=O)[O-])ccc2Cl)C(=O)N1	10	9	-1.1	0.5
43	O=[N+]([O-])c1cc(CN2CCN(c3ccccc3)CC2)c(O)c2ncccc12	48*	61*	-1.0	-0.5
44	CCOc1ccc(C(=O)NC2=NCCS2)cc1	-17	3	0.0	-0.6
45	CN(C)S(=O)(=O)c1ccc2c(c1)CCN2C(=O)CCC(=O)O	3	16	0.0	-1.7
46	CC(=O)c1c(C)[nH]c(C(=O)OCC(=O)NC(=O)NCCC(C)C)c1C	-4	-5	0.0	3.0
47	Clc1nc(N2CCOCC2)nc(N(c2ccccc2)c2ccccc2)n1	6	17	0.0	-2.1
48	CCOC(=O)C(NC(C)=O)C(=O)Nc1ccc(C(C)(C)C)cc1 (configuration not stated)	0	0	0.1	0.3
49	COC(=O)c1c(NC(=O)c2ccnn2C)sc2c1-c1ccccc1CC2	4	12	0.0	-0.3
50	c1ccc(-c2ccc(OCCCNCCN3CCOCC3)cc2)cc1	-7	-8	0.0	7.8*
51	C/C(=C\C(=O)c1ccccc1)Nc1ccc(N2CCOCC2)cc1	-9	10	-0.1	1.5
52	C=CCOC(=O)CCC1CCCCC1	7	-8	0.1	0.6
53	COc1ccc(CCN(C)C2CCCN(C(=O)c3cc[n+]([O-])cc3)C2)cc1OC (configuration not stated)	-4	5	-0.1	2.1
54	O=C1CCC(=O)N1CCC(c1ccc(F)cc1)c1ccco1 (configuration not stated)	-7	-30	-0.4	-0.3
55	COc1ccccc1/C=C1\C(=O)N(c2cccc(Cl)c2)N=C1C	-7	-1	-1.1	1.1
56	C(=N\Nc1nc2ccccc2[nH]1)/c1ccc2c(c1)OCO2	-71	2	-0.6	-0.1
57	CCOC(=O)C1=C(C)NC2=C(C(=O)C(C(=O)OC)C(C)C2)C1c1cccc(OC)c1OC (configuration not stated)	-4&1	0&1	-0.1&0.0	0.8&0.5
58	CCc1nn(CC(=O)N2CC(C)CC(C)C2)c(=O)c2cc3oc(C)cc3n12 (configuration not stated)	3	5	-0.1	-1.1
59	Cc1ccc(S(=O)(=O)Nc2c(Br)cc(Cl)cc2Br)cc1	-18	-1	0.0	-1.0
60	CCn1cc(C(=O)NCCn2ncc3c(=O)n(Cc4ccccc4C)cnc32)c(=O)c2ccc(C)nc21	-5	13	0.7	2.2
61	Cc1ccc(CNc2ccnc3c(-c4ccc(N)cc4)cnn23)c(C)c1	-49	13	-0.3	3.0
62	N/C(=N\OC(=O)Cc1ccc([N+](=O)[O-])cc1)c1cccc(Br)c1	-3	0	0.0	-0.4
63	C/C(=N/OCO/N=C(\C)c1ccccc1)c1ccccc1	-3	1	0.2	2.7
64	O=C(Nc1ccccc1)c1ccccc1CCc1ccccc1	0	0	0.0	0.9
65	CCOC(=O)c1ccccc1NCn1nnc2ccccc21	2	9	0.7	-1.0
66	C=CCOc1cccc(C2Nc3ccccc3-c3nnc(SCC)nc3O2)c1 (configuration not stated)	-47	9	0.1	2.2
67	CCC(O)CNP1(=O)C=C(c2ccccc2)OC(c2ccccc2)=C1 (configuration not stated)	-3	37	0.5	-2.1
68	O=C1CC(c2ccc(Cl)cc2)CC2=C1C(c1cccs1)n1ncnc1N2 (configuration not stated)	4	-6	0.6	-1.4
69	O=C(O)COc1cccc(/C=C2\NC(=S)NC2=O)c1	-3	12	0.8	-1.3
70	CCC1S/C(=N/S(=O)(=O)c2ccc(F)cc2)N(CC)C1=O (configuration not stated)	3	8	0.1	0.9
71	CCOC(=O)C1CCN(Cc2ccc(F)cc2)CC1	10	19	-0.2	0.0
72	Cc1ccc(C2=NC3(CCCC3)NC2=O)cc1	-15	-6	-0.1	-1.5
73	CCN(C(=O)CSc1nnc(C)n1C)c1cccc2ccccc12	-1	1	0.0	-0.3
74	COc1ccc(OC)c(C2SCCN2S(=O)(=O)c2ccc(I)cc2)c1 (configuration not stated)	-2	15	0.4	0.7
75	CCOC(=O)N1CCN(C(=O)Cn2ncc3c2-c2cc(C)ccc2OC3)CC1	-1	-2	0.0	-0.8
76	COc1cccc(/C=N/NC(=O)c2ccccc2Br)c1OC	3	-15	0.0	-0.1
77	CC(NS(=O)(=O)c1ccc(Cl)cc1)C(c1cccs1)N1CCN(C)CC1 (configuration not stated)	4	-16	-0.2	0.7
78	Cc1ccc(C(C(=O)NC2CCCC2)N(C)CCC#N)cc1 (configuration not stated)	4	10	0.0	0.6
79	O=C1N(CN2CCOCC2)c2ccccc2C12OCC1(CO2)CC2C=CC1C2 (configuration not stated)	-2	-2	-0.4	1.2
80	COc1ccc(/C=C2\C(=N)N3N=C(N4CCC(C)CC4)SC3=NC2=O)cc1	2	4	0.2	0.6
81	CS(=O)(=O)c1ccc(CNS(=O)(=O)c2ccc3oc(=O)ccc3c2)cc1	7	7	-0.2	-1.2
82	COCCNC(=O)CN(CCc1ccccc1)S(=O)(=O)c1ccc(C)cc1	-2	-2	-0.2	-0.3
83	CCC(C)OC(=O)C1=C(C)NC2=C(C(=O)CC(c3ccc(Cl)cc3)C2)C1c1cccc(Cl)c1 (configuration not stated)	6	11	1.9*	1.0
84	CCC(=O)N1CCN(c2ccc(C(C)=O)cc2F)CC1	-10	-1	0.7	-1.9
85	O=C(Nc1ccc(Oc2ccc(Br)c3ccccc23)c(Cl)c1)c1cc2ccccc2oc1=O	6	-1	0.1	-0.8
86	CN(C)S(=O)(=O)c1cccc(NC(=O)c2nc(Cl)c(Cl)c(Cl)c2Cl)c1	-6	20	0.1	-0.8
87	C(=Nc1ccc(N=Cc2cccnc2)cc1)c1cccnc1	-20	10	-0.8	-1.7
88	NC(=S)NNC(=O)/C(=C/c1ccc(Br)cc1)NC(=O)c1ccccc1	2	-1	-0.1	0.7
89	c1ccc2[nH]c(CSc3ncnc4ccccc34)nc2c1	-12	4	-0.5	-0.1
90	Cc1ccccc1C1CC(c2ccc(F)cc2)Nc2nnnn21 (configuration not stated)	1	5	-0.1	0.7

The results go on:
entry	canonical_smiles	TEAD-YAP block	MITF inh	FBW7 act	GPR151 ag
91	O=C(c1ccccc1F)N1CCN(c2cc(N3CCOCC3)c(F)cc2[N+](=O)[O-])CC1	2	2	-0.1	0.6
92	Cc1cccc(C)c1NC(=O)c1sc(=S)n(-c2c(C)cccc2C)c1N	1	16	0.1	-0.3
93	COc1cc(NC(=O)c2nccnc2C(=O)O)cc(OC)c1	3	8	-0.2	0.8
94	COc1cccc(N2CC(c3nc4ccccc4n3CC(O)COc3c(C)cccc3C)CC2=O)c1 (configuration not stated)	7	-3	-0.2	0.7
95	COc1ccc(CCNC(=O)[C@@H](NC(N)=O)C(C)C)cc1OC	-7	6	0.0	-0.1
96	CCOc1cc2c(cc1/C=C1/NC(=O)N(CC(=O)Nc3ccccc3)C1=O)OCO2	5	2	0.0	0.2
97	CCc1ccc(NC(=O)Cn2ccn(Cc3ccccc3OC)c(=O)c2=O)cc1	7	5	-0.1	1.1
98	COC(=O)CCN(C)CCC(=O)OC	5	12	-0.1	-1.3
99	Cc1nnc(NS(=O)(=O)c2ccc([N+](=O)[O-])cc2)s1	-11	2	0.2	0.2
100	CC(C)(C)S(=O)(=O)c1cccc(S(=O)(=O)C(C)(C)C)c1	5	19	0.1	-1.0
101	CNC(=S)Nc1ccccc1C(C)C	12	5	0.0	-0.5
102	COc1cc(C2C(C#N)=C(N)Oc3c2c(C)nn3-c2ccccc2)ccc1O (configuration not stated)	3	8	-0.1	1.2
103	COc1ccc(C2C(C(=O)N3CCCCCC3)c3cc(OC)c(OC)cc3C(=O)N2C)cc1OC (configuration not stated)	10	4	0.0	0.7
104	Cc1ccc(OCC(=O)NCc2cccnc2)c(C)c1	3	22	0.1	0.9
105	Cc1ccc(NC(=O)CN(c2ccc(Cl)cc2C)S(C)(=O)=O)cc1	-1	6	0.1	2.2

Source: PubChem BioAssay (The Scripps Research Institute Molecular Screening Center)

Random draw from the library; 3.4% or so of the library scored in one or more.
